GPR35 arrestin U2OS – GPR35 antagonists blocking zaprinast-driven arrestin recruitment, primary screen, imaging, U2OS, beta-arrestin-GFP, zaprinast agonist (AID 2058); U2OS GPR35 beta-arrestin-GFP translocation imaging, zaprinast antagonism; higher % means a stronger effect; inhibition, % at 10 µM, or IC50 in µM where a hit was titrated; 0.052% of 290,000 active;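 active means inhibition of at least 50% with at least 30 cells and total cytoplasm GFP at most 10,000,000; inconclusive means under 30 cells or total GFP of 10,000,000 plus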
K1F lysis inhibition – inhibition of K1F phage lysis, E. coli UTI89, bacterial capsule biogenesis inhibitors, alamar blue (AID 488966) | E. coli UTI89 K1F phage lysis, alamar blue, 2 h; higher % means a stronger effect | inhibition, % at 100 µM, or IC50 in µM where a hit was titrated | 0.02% of 340,000 active;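 active means phage lysis inhibition, versus mean bacterial control, above a set limit; inconclusive means no clear call, values can overlap the other calls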;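 further: capsule biogenesis inhibitors block K1F phage lysis so surviving cells raise fluorescence; higher fluorescence means more inhibition of phage lysis; actives were called in the ten point dose series up to 300 µM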
NS5 inhibitors – flavivirus cap methylation enzyme inhibition – biochemical, confirmation dose response, primary screen (AID 588689); Dengue-2 NS5 methyltransferase capping enzyme assay, biochemical; higher % means a stronger effect; one-dose inhibition, % at 25 µM; IC50 in µM for titrated hits; 0.3% of 340,000 active; in the data active means a potency from the dose series; inconclusive means inhibition above about 29% without an active follow-up result
Large T inhibition – SV40 large T antigen inhibitors, biochemical (AID 1903); SV40 large T antigen ATPase/helicase inhibition assay; higher % means a stronger effect; inhibition, % at 20 µM; hits with a dose series show IC50 in µM; 0.39% of 310,000 active; in the data active means a potency from the dose series; inconclusive means inhibition mostly from about 32% at the one dose, without a potency; inactive means the rest, 99 in 100 with inhibition below about 32%; further: strong numbers were not always called active
PhoP inhibition – inhibitors of PhoP regulon expression, primary screen, Salmonella Typhimurium, GFP reporter (AID 1863); 0.16% of 300,000 active; inhibition, % at 50 µM; hits with a dose series show IC50 in µM; S. Typhimurium PhoP-regulated promoter GFP reporter, 4 h; higher % means a stronger effect;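 active means inhibition over 29.93%, a cutoff 3 SD above the screen mean, later confirmed by dose response; inconclusive means inhibition over 29.93% but no dose response follow-up; inactive means inhibition at most 29.93% or unconfirmed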;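 further: 0% = low Mg2+ inducing control and 100% = high Mg2+ repressing control; strong numbers were not always called active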
GPR55 LPI antagonism – GPR55 antagonists blocking LPI-driven arrestin recruitment, primary screen, imaging, U2OS, beta-arrestin-GFP, LPI agonist (AID 2013); U2OS GPR55 beta-arrestin-GFP translocation imaging, LPI antagonism; higher % means a stronger effect; inhibition, % at 10 µM, or IC50 in µM where a hit was titrated; 0.13% of 290,000 active;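 active means spots per cell inhibited over 60%, with over 100 cells counted and total cytoplasm intensity under 500,000; inconclusive means wells with under 100 cells, flagged as likely toxic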;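 further: U2OS cells stably carrying GPR55 and arrestin-GFP stimulated by 5 µM LPI near EC80; imaged beta-arrestin-GFP aggregate spots per cell after agonist stimulation; plate controls were LPI-stimulated DMSO wells for no effect and DMSO wells without LPI for full effect; some results filed as inactive read as strong as hits; confirmed hits need IC50 under 10 µM and bright autofluorescent wells are also inconclusive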
HIV fusion peptide – inhibitors of HIV fusion peptide binding, primary screen, biochemical, uHTS, fluorescence dequenching (AID 1986) | one-dose inhibition, % at 20 µM; IC50 in µM for titrated hits | 0.3% of 290,000 active | cell-free peptide binding, fluorescence dequenching, 30 min; higher % means a stronger effect; in the data active means inhibition mostly above about 52%, no sharp cut-off; inactive means mostly below about 76%; further: some results filed as inactive read as strong as hits
RSV CPE inhibition – inhibition of RSV-induced cytopathic effect – HEp-2 cells, primary 10 µM value included (AID 2391); HEp-2 cells, RSV-induced CPE inhibition; higher % means a stronger effect; CPE inhibition, % at 10 µM; hits with a dose series show IC50 in µM; 0.13% of 310,000 active; in the data active means a potency from the dose series; inconclusive means CPE inhibition mostly from about 23% at the one dose, without a potency; inactive means the rest, 99 in 100 with CPE inhibition below about 21%; further: strong numbers were not always called active
Rac1 GTP hydrolysis – MgcRacGAP GTPase-activating activity inhibitors, confirmation, biochemical, ADP Hunter fluorescence | MgcRacGAP-stimulated Rac1 GTP hydrolysis, ADP Hunter fluorescence; higher % means a stronger effect; GST-tagged Rac1 F28L mutant substrate | 0.6% of 340,000 active | inhibition, % at 30 µM; hits with a dose series show IC50 in µM;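 active means first-screen hits whose inhibition reached a set limit at any dose in the follow-up dose series; inconclusive means inhibition above the set first-screen limit but never retested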;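 further: fluorescence reports GDP produced by GAP-driven GTP hydrolysis; strong numbers were not always called active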
NS5 inhibitors pilot replicate – recorded beside NS5 inhibitors, whose call it bears; inhibition, %; measured here: pilot screen replicate inhibition
Numbers without * were called inactive; ? = inconclusive; . = no result given; [ ] = remark or other dose. No enrichment for hits; overall some 1.5% were active at least once.

SMILES	GPR35 arrestin U2OS	K1F lysis inhibition	NS5 inhibitors	Large T inhibition	PhoP inhibition	GPR55 LPI antagonism	HIV fusion peptide	RSV CPE inhibition	Rac1 GTP hydrolysis	others
CC(=O)Nc1ccc(-c2csc(NC(=O)C3CCN(S(=O)(=O)c4cccs4)CC3)n2)cc1	-7%	2.9%[50 µM]	-6%	16%	10%	-24%	-0.9%	7.1%	0%
Cc1ccccc1C(=O)NC[C@@H]1CCCN2CCCC[C@H]12	1%	0.3%	-3%	-10%	12%	-4%	-0.3%	0.7%	.
CC(C)NC(=O)CN1CCN(Cc2nc(C(c3ccccc3)c3ccccc3)no2)CC1	6%	0.1%	-1%	.	.	-3%	0.6%	2.2%	9%
CCOC(=O)c1cnn2c1[nH]c(=O)c1ccccc12	-4%	0.6%	-1%	3%	-5%	5%	0.2%	1.0%	6%
O=C(Nc1ccc(F)cc1F)N1CCCCC1c1cccnc1 (centres undefined)	13%	0.4%	-10%	5%	6%	2%	-0.1%	0.5%	3%	NS5 inhibitors pilot replicate=-2.0
C[C@H](NC(=O)c1ccccc1)C(=O)N1CCN(c2ccccc2)CC1	-4%	0.4%	-4%	9%	9%	-3%	-1.5%	1.8%	3%
Cc1ccc(C(=O)CSc2cc(C)[nH]c(=O)n2)cc1	12%	0.1%	-45%	11%	-1%	-1%	8.1%	2.5%	18%
COc1ccc(CC(=O)NC(C)c2nnc(SCC(=O)c3ccc(Br)cc3)n2C)cc1 (centres undefined)	20%	-0.1%	-2%	12%	-5%	17%	-1.3%	1.7%	11%
COc1ccc(C2NC(C(=O)O)Cc3c2[nH]c2ccccc32)cc1CN1CCN(c2ccc(F)cc2)CC1 (centres undefined)	4%	0.5%	-9%	25%	4%	17%	2.7%	0.4%	6%
COC(=O)Nc1nc2ccc(-c3n[nH]c(=O)c4ccccc34)cc2[nH]1	-5%	1.1%	0%	3%	-4%	-10%	-3.1%	6.3%	-3%
CCc1ccc(S(=O)(=O)NCCc2cn3ccc(C)cc3n2)s1	4%	1.4%	-12%	-2%	10%	2%	-0.2%	1.3%	6%
Cc1cc(N2CCN(C(=O)c3cccs3)CC2)c(F)cc1[N+](=O)[O-]	-4%	2.0%	-6%	-4%	8%	7%	-0.6%	14%	-3%
COc1ccccc1N1CCN(C(=O)c2cc(-c3ccccc3O)on2)CC1	8%	0.1%	-3%	10%	-11%	-3%	0.7%	0.6%	6%
COc1ccc(/C=C2\CCCc3c2nc2ccccc2c3C(=O)OCC(=O)c2c(N)n(C)c(=O)n(C)c2=O)cc1	-3%	.	.	9%	-1%	7%	152%	-0.1%	.
CCOC(=O)C1C(=O)C=C(c2ccc(C)cc2)CC1c1cccc([N+](=O)[O-])c1 (centres undefined)	-3%	5.1%	-4%	10%	-6%	-8%	0.9%	16%	11%
COc1ccc(C2(C)CC(C)(C)Nc3ccccc32)cc1 (centres undefined)	15%	-0.8%	17%	5%	11%	2%	-1.9%	2.5%	3%
COc1ccc(-c2cc(C(=O)NC(C)c3ccccn3)c3ccccc3n2)cc1OC (centres undefined)	.	-0.2%[50 µM]	1%	.	.	.	.	0.9%	2%
Cn1nc(C(F)(F)F)c(/C=N/OCc2c(Cl)cccc2Cl)c1Cl	11%	0.1%	-8%	1%	-5%	1%	1.9%	3.3%	0%
CCOC(=O)C1CCN(S(=O)(=O)c2ccc3[nH]c4c(c3c2)CCCC4)CC1	0%	0.3%	-11%	4%	-5%	3%	0.5%	4.1%	11%
CSCCC(NC(=O)c1ccccc1)C(=O)NC1CCCC1 (centres undefined)	3%	5.1%	-3%	-6%	19%	18%	-1.2%	1.6%	-1%
CCCOc1ccc(Oc2ccc(S(=O)(=O)N3CCN(C)CC3)cn2)cc1	.	1.2%[50 µM]	-1%	1%	3%	.	.	5.0%	4%
O=C(Nc1ccc2[nH]ncc2c1)C1CCC1	23%	0.4%	0%	11%	-3%	1%	0.0%	1.6%	9%
CC1CCC2C(=O)N(c3ccc(NC4CCN(Cc5ccccc5)CC4)c([N+](=O)[O-])c3)C(=O)C2C1 (centres undefined)	-1%	1.6%	-5%	10%	3%	-2%	-2.4%	1.8%	-13%
O=[N+]([O-])c1cc(Cl)cc2c1nc(NCCO)c1ccccc12	2%	-0.1%	-8%	7%	-9%	3%	-1.4%	7.8%	2%
CCOc1ccccc1N(CC(=O)NC1CCCC1)C(=O)CCC(=O)Nc1cc(C)on1	9%	-0.8%	-11%	4%	-2%	32%	0.3%	1.4%	8%
(cont.)
SMILES	GPR35 arrestin U2OS	K1F lysis inhibition	NS5 inhibitors	Large T inhibition	PhoP inhibition	GPR55 LPI antagonism	HIV fusion peptide	RSV CPE inhibition	Rac1 GTP hydrolysis	others
Cc1nc2ccccn2c1C(=O)OCC#N	1%	0.3%	-1%	-1%	-7%	10%	-0.8%	0.9%	6%
CC1CCc2nc3ccccc3c(C(=O)OCC(=O)NC3CCS(=O)(=O)C3)c2C1 (centres undefined)	-9%	0.2%	2%	20%	1%	10%	-1.5%	1.5%	5%
CCC1(c2ccccc2)NC(=O)N(CC(=O)NCc2ccncc2)C1=O (centres undefined)	-2%	0.3%	3%	3%	-1%	-12%	-0.4%	1.0%	2%
Cc1ccc2[nH]cc(C(=O)CN3CCOCC3)c2c1	-1%	3.0%	-6%	15%	2%	-6%	2.1%	-1.1%	-2%
Nc1nc(C23CC4CCC(CC(C4)C2)C3)cs1	10%	0.7%[50 µM]	-6%	2%	5%	7.5µM*	-1.4%	2.6%	6%
O=C(COC(=O)/C=C/c1ccc(C(F)(F)F)cc1)NCCC1=CCCCC1	-10%	0.1%	-1%	8%	-4%	16%	1.4%	1.8%	4%
O=C(COc1ncnc2c(Cl)cc(Cl)cc12)Nc1cc([N+](=O)[O-])ccc1Cl	7%	4.3%	-8%	10%	7%	9%	-2.8%	-0.6%	2%
COc1cc(C(=S)N2CCOCC2)ccc1OS(=O)(=O)c1ccc(Cl)cc1	16%	-1.5%	-6%	8%	6%	-1%	-0.9%	6.6%	3%
O=C(CCCN1C(=O)/C(=C/c2cccs2)SC1=S)NNC(=O)c1ccc(F)cc1	9%	0.3%	1%	6%	-17%	9%	2.5%	2.2%	4%
COc1ccc(C(O)Cn2c(=N)n(CCCN(C)C)c3ccccc32)cc1 (centres undefined)	8%	0.5%	.	11%	2%	1%	-1.6%	-2.8%	11%
CCC(=O)c1cc2c(C)cc(=O)oc2c(C)c1O	1%	1.1%	-2%	15%	4%	20%	-1.7%	7.1%	-1%
O=C(O/N=C\c1ccc(N2CCCCC2)c([N+](=O)[O-])c1)c1cccc(Cl)c1	-6%	0.4%	-1%	6%	-4%	3%	-1.2%	-2.7%	8%
O=C(O)c1cc(-c2ccc3ccccc3n2)nc2ccccc12	-7%	0.3%	-2%	-1%	.	0%	-0.3%	3.0%	2%
COCC1CCN(C(=O)c2oc3c(F)cccc3c2C)C1 (centres undefined)	15%	-0.6%	-5%	1%	9%	-2%	-0.5%	5.0%	0%
CC1CCc2c(sc3ncnc(NCCCOC(C)C)c23)C1 (centres undefined)	-18%	0.8%	6%	-1%	18%	11%	-0.5%	13%	6%
CN(C)S(=O)(=O)c1ccc(C(=O)Nc2ccccc2SCCC#N)cc1	-16%	0.2%	3%	6%	-9%	0%	2.3%	3.0%	6%
CCOc1ccc(C(=O)c2cc([N+](=O)[O-])ccc2Cl)cc1	4%	-0.3%	-5%	16%	9%	25%	1.6%	1.6%	9%
COc1ccc(NC(=O)CN(C)C(=O)CCSc2ccc(C)cc2)cc1	.	0.8%[50 µM]	1%	10%	-3%	.	.	1.1%	2%
OCC(O)CSc1nc(-c2ccccc2)nc2c1CCC2 (centres undefined)	4%	1.2%	.	25%	-1%	-12%	-1.7%	6.1%	2%
Cc1sc2nc(CN(C(=O)NC3CCCCC3)C3CCCC3)[nH]c(=O)c2c1C	0%	13%	2%	11%	1%	11%	-2.3%	4.2%	6%
CC(C)N(Cc1nc(-c2ccc(Cl)cc2)no1)Cc1nccn1C	14%	0.9%	-5%	1%	-4%	12%	-0.5%	3.8%	6%
CC1(C)CC(=O)C(N=Nc2cc(S(=O)(=O)N3CCOCC3)ccc2Cl)=C(O)C1	9%	.	.	11%	3%	-8%	-3.5%	2.3%	.
O=C(NCC1CCCO1)/C(=C\c1ccco1)NC(=O)c1ccc(Cl)cc1 (centres undefined)	-1%	-0.1%	1%	5%	-2%	4%	-2.0%	1.6%	5%
COc1ccc(S(=O)(=O)N2CCOC23CCN(S(C)(=O)=O)CC3)cc1	.	0.7%[50 µM]	-9%	9%	-1%	.	.	-1.9%	6%
c1ccc(OCCn2c(-c3ccco3)nc3ccccc32)cc1	12%	-0.8%[50 µM]	-4%	18%	0%	36%	9.6%	?	6%
The listing continues:
SMILES	GPR35 arrestin U2OS	K1F lysis inhibition	NS5 inhibitors	Large T inhibition	PhoP inhibition	GPR55 LPI antagonism	HIV fusion peptide	RSV CPE inhibition	Rac1 GTP hydrolysis	others
CCOC(=O)c1cnc(-n2nc(C)cc2C)[nH]c1=O	8%	1.9%[50 µM]	7%	9%	-5%	9%	-1.8%	-0.1%	7%
CCCC(=O)NCCCc1nc2ccccc2n1CCC	-2%	0.4%	-53%	7%	-13%	39%	2.8%	0.8%	12%
CC(=O)c1cccc(NC(=O)C2CCN(S(=O)(=O)c3cccs3)CC2)c1	-3%	0.0%	-2%	-3%	3%	-7%	-2.0%	-1.3%	9%
O=C(O)CN1C(=O)C2C3CC(C2C1=O)C1C(c2ccc(F)cc2)c2sc(=O)[nH]c2SC31 (centres undefined)	11%	3.8%	.	17%	0%	6%	13%	1.5%	9%
Cc1ccccc1-n1c(-c2ccncc2)n[nH]c1=S	-19%	0.0%	-13%	23%	2%	5%	-2.1%	0.4%	-1%
N/C(=N\OC(=O)c1cc(-c2ccccc2)nc2ccccc12)c1cccnc1	7%	0.2%	1%	4%	11%	10%	-1.5%	3.4%	10%
O=C(NC1CCCCCC1)C(=S)NCCc1ccccc1	12%	0.4%	1%	-1%	2%	-6%	-0.7%	-2.0%	4%

Screening data deposited in PubChem by several laboratories.
